# GPT2 inh – Primary qHTS assay for inhibitors of Glutamate pyruvate transaminase 2 (GPT2); Alanine aminotransferase 2 (Homo sapiens), Q8TD30; Recombinant GPT2, coupled pyruvate oxidase/HRP Amplex Red fluorescence; Potency, µM (doses to about 57.7 µM), for the others: at the highest dose activity change, negative = inhibition, usual class: inhibitors; actives 0.25% (n = 100,000); further: potency means the concentration at half of the fitted maximal effect; nearly all actives have a fitted effect of over 60% in size; many of its hits are not listed in these tables
# Target sequence (Q8TD30 whole entry, looked up): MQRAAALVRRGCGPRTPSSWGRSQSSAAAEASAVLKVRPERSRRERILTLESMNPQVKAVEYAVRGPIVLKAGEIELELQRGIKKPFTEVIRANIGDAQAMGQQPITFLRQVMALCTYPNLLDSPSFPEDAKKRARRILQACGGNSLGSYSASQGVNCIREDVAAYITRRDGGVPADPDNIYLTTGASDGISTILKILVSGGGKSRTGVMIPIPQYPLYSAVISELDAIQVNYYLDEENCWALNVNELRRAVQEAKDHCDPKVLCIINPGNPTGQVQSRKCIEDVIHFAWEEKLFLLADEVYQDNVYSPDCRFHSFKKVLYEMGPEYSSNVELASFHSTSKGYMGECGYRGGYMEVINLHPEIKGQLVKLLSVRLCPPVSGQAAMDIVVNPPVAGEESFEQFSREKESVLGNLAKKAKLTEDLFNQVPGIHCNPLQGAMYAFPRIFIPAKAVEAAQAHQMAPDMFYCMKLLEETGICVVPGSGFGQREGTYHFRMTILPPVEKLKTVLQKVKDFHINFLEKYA
#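 Recombinant GPT2 (10ng/uL) with 250uM a-KG and 2mM L-alanine, 30 min at room temperature, in HEPES pH 7.5 buffer. Pyruvate detected by pyruvate oxidase/HRP/Amplex Red fluorescence after 30 min in the dark; AOA (50uM) as positive control.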
# FLuc inh – Firefly luciferase inhibition profiling of diverse chemical library using quantitative high-throughput screening; Luciferin 4-monooxygenase (Photinus pyralis), P08659; purified P. pyralis luciferase, luminescence, biochemical; Potency, µM (titrated, usually from 115 µM), for inactives: at the top dose activity change, negative = inhibition, actives largely listed as inhibitors; actives 2.5% (n = 76,000); AID 1347043, 2019; further: potency means the concentration at half of the fitted maximal effect; nearly all actives have a fitted effect of over 65% in size
# Target sequence (P08659 whole entry, looked up): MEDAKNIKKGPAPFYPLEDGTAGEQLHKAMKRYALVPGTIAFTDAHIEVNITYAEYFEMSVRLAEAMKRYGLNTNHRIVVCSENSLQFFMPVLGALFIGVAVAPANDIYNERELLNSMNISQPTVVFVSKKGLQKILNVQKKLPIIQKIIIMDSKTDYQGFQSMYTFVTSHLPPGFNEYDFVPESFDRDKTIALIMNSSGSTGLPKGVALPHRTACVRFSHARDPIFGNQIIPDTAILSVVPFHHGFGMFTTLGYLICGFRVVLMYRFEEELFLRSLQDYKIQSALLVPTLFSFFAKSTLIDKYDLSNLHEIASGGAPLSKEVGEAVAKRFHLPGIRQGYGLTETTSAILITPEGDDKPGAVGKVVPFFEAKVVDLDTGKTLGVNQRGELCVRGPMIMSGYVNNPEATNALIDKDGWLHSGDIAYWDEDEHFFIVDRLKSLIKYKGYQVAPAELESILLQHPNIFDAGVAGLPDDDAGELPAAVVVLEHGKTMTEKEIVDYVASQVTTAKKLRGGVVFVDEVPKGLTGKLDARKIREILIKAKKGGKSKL
#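 Luminescence read by CCD imager after adding enzyme (10nM final) to wells holding compound, titrated in qHTS. Substrates 10uM each D-luciferin and ATP; buffer 50mM Tris acetate pH 7.5, 10mM Mg acetate, Tween-20, BSA.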
# IP6K1 inhibitor – Primary qHTS assay for small molecule inhibitors of Inositol hexaphosphate kinase 1 (IP6K1); IP6K1 kinase, ADP-Glo luminescence, 2 h; hits give low values; activity change, % (series mostly up to about 58 µM); actives 0.81% (n = 140,000); AID 1645851, 2021; in the data active means activity change below about -25%
#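 ADP-Glo luminescence measures ADP made by human IP6K1 during a 2 h RT reaction with ATP/IP6 (mix at 1.3 mM/130 uM); top library doses 57.5 and 19.1 uM final.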
# HEK cytotox – Cytotoxic Profiling in HEK 293 Cell Line of Diverse Libraries Using Quantitative High-Throughput Screening; actives 6.6% (n = 94,000); Potency, µM (series often up to 115 µM), for the others: top-dose activity change, negative = cytotoxicity, actives largely listed as inhibitors; HEK 293 viability, ATP luminescence (CellTiter-Glo), 48-72 h; further: potency means the concentration at half of the fitted maximal effect; nearly all actives have a fitted effect of over 60% in size
#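 ATP-coupled CellTiter-Glo luminescence served as viability read-out, recorded 10 min after reagent addition at room temperature. HEK 293 cells, 250 cells/well, had been incubated with pintool-transferred compound for 48 or 72 hr at 37 degree Celsius.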
# NIH3T3 tox – Cytotoxic Profiling in NIH 3T3 Cell Line of Diverse Libraries Using Quantitative High-Throughput Screening. Potency, µM (titrated, usually from 96.7 µM), for inactives: at the highest dose activity change, negative = cytotoxicity, hits mostly inhibitors. AID 1345082, 2018. actives 4.3% (n = 94,000). NIH 3T3 viability, CellTiter-Glo ATP luminescence, 48-72 h; further: potency means the concentration at half of the fitted maximal effect; nearly all actives have a fitted effect of over 55% in size
#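 Cells were seeded at 400 per well, treated with pin-transferred compound, and kept 48 or 72 hr at 37 °C before CellTiter-Glo addition and luminescence imaging of cellular ATP.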
# SNCA expr inhib – Primary qHTS assay for inhibitors of alpha-synuclein gene (SNCA) expression; actives 0.17% (n = 140,000); HEK-293 SNCA-luciferase knock-in, luminescence, 24 h; Potency, µM (doses to about 57.2 µM), for the others: top-dose activity change, negative = inhibition, actives largely listed as inhibitors; AID 1671194, 2021;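 further: potency means the concentration at half of the fitted maximal effect; plate controls were DMSO cells for no effect and cell-free wells for full effect; nearly all actives have a fitted effect of over 45% in size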
# SNCA viab count – GF-AFC viability counterscreen for inhibitors of alpha-synuclein gene (SNCA) expression | Potency, µM (series often up to 57.1 µM), without a hit: at the highest dose activity change, negative = cytotoxicity, most hits filed as cytotoxic | AID 1671193, 2021 | HEK-293-SNCA-luc viability, GF-AFC fluorescence, 24 h | actives 0.12% (n = 150,000);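 further: potency means the concentration at half of the fitted maximal effect; 0% = DMSO-treated cells and -100% = medium-only wells without cells; nearly all actives have a fitted effect of over 30% in size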
#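 HEK-293-SNCA-luc cells (1500/well) plated 24 h, then exposed 24 h to a dilution series; GF-AFC added 30 min at 37C, fluorescence 405/540 nm; normalised to medium-only and DMSO wells, Hill fit.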
# Starred values were filed as active, the others as inactive; i = inactive; u = inconclusive; x = no result given; [ ] = remark or other dose. Unless noted, the call rests on the fitted dose curve; in most records, active means well fitted curve in the direction sought with a large enough effect; inconclusive means small, poorly fitted or top-dose-only effect, or another doubt; inactive means no such curve, though single readings can be large; an effect the other way counts as inactive or inconclusive. Unless noted, on the % scale 0 is the no-effect control and ±100 the full control effect.
SMILES,GPT2 inh,FLuc inh,IP6K1 inhibitor,HEK cytotox,NIH3T3 tox,SNCA expr inhib,SNCA viab count
COCCNC(=O)C(NC(=O)c1cccc(OC)c1)C1CCN(C(=O)c2ccc(C)cc2)CC1 (stereo unspecified),-2%,-6%,2,i,-5%,-23%,-12%
CCC(=O)N1CCc2cc(S(=O)(=O)NC(CC(C)C)C(=O)Nc3cc(C)ccc3OC)ccc21 (stereo unspecified),x,x,14,x,x,-10%,-4%
CCc1ccc(-n2nc3cc(C)c(NC(=O)c4cc(Cl)ccc4OC)cc3n2)cc1,x,x,-8,x,x,45%[activator],2%
CCCSc1ncc(Cl)c(C(=O)N(Cc2cccc(Cl)c2)C2CCS(=O)(=O)C2)n1 (stereo unspecified),x,x,21,x,x,-29%,-7%
COc1ccc(CCNC(=O)CSc2cc(=O)n(C)c3ccccc23)cc1OC,x,x,8,x,x,-20%,1%
CC(C)(C)CC(=O)N1CCC(N2C(=O)N(Cc3cccnc3)CC23CCOC3)CC1 (stereo unspecified),i,x,22,-22%,-28%,-7%,0%
COc1ccc(C(=O)N[C@H](C)c2c(-c3ccc(F)cc3)noc2C(=O)O)cc1,u,-4%[172 µM],-18,i,u,6%[87.6 µM],6%[87.6 µM]
Cc1nc2ccccc2n1CCc1nc2c3ccccc3nc(SCc3ccc(F)cc3)n2n1,x,x,8,x,x,35%[activator],2%
CC(C)NC(=O)NC1CC2(CCN(C(=O)C3CCN(C)CC3)CC2)c2ccccc21 (stereo unspecified),-21%,x,12,4%,i,6%,3%
Cc1c(Cl)cccc1NC(=O)CSc1ncnc2c1sc1ccccc12,x,x,11,x,x,-27%,0%
COc1ccc(-c2nc3sc(CCNC(=O)c4ccc(Br)o4)c(C)n3n2)cc1,x,x,6,x,x,24%,u
Cc1noc(-c2cccn3c(CNC(=O)Cc4c[nH]c5ccccc45)nnc23)n1,i,-4%,27,1%,-12%,0%,6%
CCCCN1CCN(C(=O)CCc2cc3ccc(C)cc3[nH]c2=O)CC1,i,-7%,19,-22%,-11%,2%,12%
CN(C)C1(CC2CC2)CCN(Cc2cccc(F)c2)CC1,3%,x,30,-4%,-29%,23%,0%
COc1ccc(CNC(=O)c2cc(-c3ccc(Br)s3)nc3ccccc23)c(OC)c1,x,x,0,x,x,-21%,-6%
O=C(NCc1ccccn1)[C@H]1CN(Cc2ccccc2)C[C@H]1C(=O)O,i,-6%,0,i,-29%,-16%,14%
C=CCC1(CO)CCCN(CCOc2ccc(C)cc2Cl)C1 (stereo unspecified),i,-6%,0,u,u,7%,-4%
Cc1ccc(-n2c(C3CCN(C(=O)c4ccc5ccccc5n4)CC3)n[nH]c2=O)cc1,1%,1%,-1,10%,u,-5%,1%
Cc1nn(CCC(=O)N[C@H]2CC[C@H]2NC2CCCCC2)c(C)c1C,-8%,8%,33,-19%,u,-1%,5%
COc1ccc(CC(=O)N2CCC3(CC2)CC(O)CCO3)cc1OC (stereo unspecified),i,3%,15,-5%,-25%,38%[activator],11%
Cc1ccc2nc3n(c2c1)[C@@H](CNS(=O)(=O)Cc1ccccc1)COC3,-4%[88.5 µM],-6%[172 µM],-3,u,u,-4%[87.6 µM],u
Cc1noc(C2CCCCCN2C(=O)C2CCCC2)n1 (stereo unspecified),2%,-9%,2,-11%,-3%,3%,3%
CNC(=O)[C@@H]1CN(C(=O)c2cc(C3CC3)[nH]n2)C[C@H]1c1n[nH]c(C)n1,i,-3%,6,-2%,-17%,-6%,13%
Fc1cccc(CN2CCNc3cc(Nc4ccccc4)ncc3C2)c1,i,32µM*,-5,40µM*,45µM*,32%[activator][87.6 µM],u
O=C(NC1CCN(c2ccc3nnc(C4CC4)n3n2)C1)c1ccccc1F (stereo unspecified),x,x,17,u,-23%,x,x
Cc1cccc(-n2nc(C)c(CCC(=O)N3CCOCC3)c2Oc2ccccc2C)c1,i,-8%,-8,u,u,-40%,u
CC(C)=CC[C@@H](O)C1=CC(=O)c2c(O)ccc(O)c2C1=O,12µM*,x,x,x,x,-2%,-17%
COCC1CN(C)CC12CCN(C(=O)CCCc1ccccc1)CC2 (stereo unspecified),i,-18%,24,u,u,-9%,-10%
CC(C)(N)C(=O)N1CCCC(N2CCN(c3cccc(C(F)(F)F)c3)CC2)C1 (stereo unspecified),-4%,2%,7,u,u,2%,-11%
O=C(Cn1cccc1-c1nc(-c2ccc3c(c2)OCO3)no1)Nc1ccc2c(c1)OCCO2,i,8%,0,u,i,41%[activator],-8%
COc1ccc(C)cc1NC(=O)c1ccc2nc(Cc3ccccc3)oc2c1,x,x,31,x,x,u,-8%
COc1ccc(C(=O)N2CCCC(c3nc(-c4cccnc4)no3)CCNC(=O)CC2)cc1F (stereo unspecified),i,-4%,17,2%,2%,-3%,7%
O=C(NC1CC1)c1cccn2cncc12,i,-6%[230 µM],1,i,0%[174 µM],21%[87.6 µM],-1%[87.6 µM]
O=C(CCc1nc2ccccc2s1)N1CCC(Cc2noc(-c3ccc(F)cc3)n2)C1 (stereo unspecified),i,-25%,8,40µM*,u,u,u
COc1ccc(OC)c([S+](=O)([O-])c2nnn3c2nc(N2CCCCC2)c2ccccc23)c1,-46%,x,12,u,-60%,-16%,1%
Cc1noc(C)c1[S+](=O)([O-])N1CCCC(C(=O)N2CCC(N3Cc4cccn4C3=O)CC2)C1 (stereo unspecified),-20%,x,-5,-32%,-36%,-20%,-17%
NC1(C(=O)NCc2nc(-c3cccc(F)c3)c(-c3ccccn3)[nH]2)CCC1,u,-1%,8,-9%,-1%,-8%,-19%
CCCCC(=O)Nc1cc2nn(-c3ccc(OCC)cc3)nc2cc1C,x,x,20,x,x,5%,2%
Cc1cc(NC(=O)c2ccc(F)cc2)ccc1-c1cc2ccccc2oc1=O,x,x,10,x,x,-5%,8%
Cc1ccc(-c2noc(CCCC(=O)N3CCC(c4nc(C(=O)N5CCCC5)c(C)o4)CC3)n2)cc1,i,x,22,35µM*,u,u,-29%
COc1cc(C(=O)NC2CCN(c3cc(-c4cccs4)[nH]n3)CC2)cc(OC)c1OC,-13%,1%,10,u,u,u,9%
COc1cc(C)ccc1C(=O)N1CCC(Cn2cc(C3CC3)nn2)CC1,-45%,0%,5,-10%,u,53%[activator],2%
O=C1NCCOCCCN(C(=O)C2(c3ccccc3)CC2)[C@H]2CCCC[C@@H]12,i,3%,-3,-13%,i,-11%,-8%
COc1ccc(CNCCC(c2ccc3c(c2)OCO3)c2ccccc2OC)cc1 (stereo unspecified),x,x,0,x,x,u,u
COc1ccc(CCNC(=O)CSc2nc3ccccc3nc2Cc2ccc(Cl)cc2)cc1OC,x,x,-17,x,x,-3%,u
O=C(c1ccco1)N1CCC(n2cc(-c3nc(C4CC4)no3)nn2)C1 (stereo unspecified),i,6%,-11,1%,-7%,-1%,-2%
COc1ccc(-n2ccnc2CN2CCN(CC=C(C)C)C(CCO)C2)cc1 (stereo unspecified),i,8%,-2,-6%,u,-6%,2%
COc1ccc(N2CCN(C(=O)Cn3ncc4c3-c3cc(C)ccc3OC4)CC2)cc1,x,x,22,x,x,-7%,-1%
CSCCC(NS(=O)(=O)c1ccc2c(c1)oc(=O)n2C)C(=O)N1CCN(c2cccc(Cl)c2)CC1 (stereo unspecified),x,x,11,x,x,-2%,19%
COc1cc(NC(=O)CSc2nc(C)c(C(=O)Nc3ccccc3)c(-c3ccc(OC)c(OC)c3)c2C#N)c(OC)cc1Cl,x,x,-11,x,x,-20%,-4%

# (cont.)
SMILES,GPT2 inh,FLuc inh,IP6K1 inhibitor,HEK cytotox,NIH3T3 tox,SNCA expr inhib,SNCA viab count
CSCCC(=O)N[C@H]1CC[C@H]1NC1CCN(C(=O)c2cnccn2)CC1,-9%,7%,13,1%,0%,9%,-1%
CN(Cc1cnn(-c2ccc(F)cc2)c1)c1cc(C2CC(O)C2)ncn1 (stereo unspecified),i,0%,-12,28µM*,u,8%,-12%
CC1CN(C(=O)CCC(=O)NCc2ccc(F)cc2)c2cc(Cl)ccc2O1 (stereo unspecified),x,x,-25*,x,x,25%,-4%
COc1ccccc1Nc1ccnc(N2CCC(C(=O)NCC3CC3)CC2)n1,-2%,x,15,u,u,29%,5%
CCc1ccc(NC(=O)CSc2nccn2-c2ccc(OC)cc2)cc1,x,x,-10,x,x,-17%,-1%
O=C(CCc1nc(-c2cccs2)no1)Nc1ccccc1[N+](=O)[O-],x,x,10,x,x,23%,9%
CCOCCn1c(=O)[nH]c2cc(C(=O)N3CCS(=O)(=O)CC3)ccc21,-4%,15%,0,-6%,3%,-1%,-10%

# Sorted by molar mass (ascending): ten of the compounds above
SMILES,GPT2 inh,FLuc inh,IP6K1 inhibitor,HEK cytotox,NIH3T3 tox,SNCA expr inhib,SNCA viab count
Cc1noc(C2CCCCCN2C(=O)C2CCCC2)n1 (stereo unspecified),2%,-9%,2,-11%,-3%,3%,3%
COc1cc(C)ccc1C(=O)N1CCC(Cn2cc(C3CC3)nn2)CC1,-45%,0%,5,-10%,u,53%[activator],2%
CCOCCn1c(=O)[nH]c2cc(C(=O)N3CCS(=O)(=O)CC3)ccc21,-4%,15%,0,-6%,3%,-1%,-10%
Cc1noc(-c2cccn3c(CNC(=O)Cc4c[nH]c5ccccc45)nnc23)n1,i,-4%,27,1%,-12%,0%,6%
COc1ccc(N2CCN(C(=O)Cn3ncc4c3-c3cc(C)ccc3OC4)CC2)cc1,x,x,22,x,x,-7%,-1%
CCc1ccc(-n2nc3cc(C)c(NC(=O)c4cc(Cl)ccc4OC)cc3n2)cc1,x,x,-8,x,x,45%[activator],2%
COc1cc(C(=O)NC2CCN(c3cc(-c4cccs4)[nH]n3)CC2)cc(OC)c1OC,-13%,1%,10,u,u,u,9%
Cc1noc(C)c1[S+](=O)([O-])N1CCCC(C(=O)N2CCC(N3Cc4cccn4C3=O)CC2)C1 (stereo unspecified),-20%,x,-5,-32%,-36%,-20%,-17%
COc1ccc(CNC(=O)c2cc(-c3ccc(Br)s3)nc3ccccc23)c(OC)c1,x,x,0,x,x,-21%,-6%
CSCCC(NS(=O)(=O)c1ccc2c(c1)oc(=O)n2C)C(=O)N1CCN(c2cccc(Cl)c2)CC1 (stereo unspecified),x,x,11,x,x,-2%,19%

# The list is partial; count on the stated rates, not on these rows.
